Rab7 wt modul = modulators of GTP binding to dog Rab7 wildtype GTPase. GST-Rab7 beads, fluorescent GTP binding, flow cytometry; actives lie on both sides; untreated = 100%, excess cold GTP = 0%. hit rate 0.055% among 190,000. GTP binding activity (percent of control), % at 10 µM;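 active means fluorescent GTP binding to Rab7 beads changed by at least 20 points from the 100% baseline, either direction, mostly lower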;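 further: median green fluorescence of bound Bodipy-FL-GTP per Rab7 bead population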
Bim-Bcl-W = human Bim-Bcl-W interaction inhibition; hit rate 0.02% among 190,000; inhibition, % at 10 µM; bead-based flow cytometry, Bim peptide-Bcl-W binding; Q92843; AID 952;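 further: 0% = bound tracer without compound and 100% = peptide blocker; higher means less fluorescent Bim peptide bound to Bcl-W beads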
Target sequence (Q92843 whole entry, looked up): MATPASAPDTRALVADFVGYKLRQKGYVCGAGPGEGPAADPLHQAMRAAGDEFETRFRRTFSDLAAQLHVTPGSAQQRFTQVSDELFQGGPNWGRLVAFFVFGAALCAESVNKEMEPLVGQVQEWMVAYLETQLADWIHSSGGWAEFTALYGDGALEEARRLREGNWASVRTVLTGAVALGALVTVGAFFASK
HRas wt GTP bind = changes GTP binding to wildtype human HRas | GTP binding activity, % at 10 µM | GST-Ras wt beads, Bodipy-FL-GTP binding, flow cytometry; actives lie on both sides | hit rate 0.14% among 190,000 | P01112;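 active means GTP binding activity at least 20% away from the 100% baseline, either lowered as inhibitor or raised as activator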;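 further: 0% = unlabeled GTP competition control and 100% = no-compound control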
Rac1 act GTP bind = human Rac1 activated mutant GTP binding change; P63000; GST-Rac1 activated beads, fluorescent GTP binding, flow cytometry; actives lie on both sides; 100% means binding = to untreated wells; percent activity (GTP binding), % at 10 µM; hit rate 0.11% among 190,000; AID 764;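 active means GTP binding at least 20 percentage points away from the 100% baseline, in either direction, so actives lie on both sides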
Bim-Bcl-2 = human Bim-Bcl-2 interaction inhibition. inhibition, % at 10 µM. Bead-based flow cytometry, Bim peptide-Bcl-2 binding. hit rate 0.06% among 190,000. AID 950; in the data active means inhibition above about 40%;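 further: 0% = no compound wells with probe peptide and 100% = reference peptide inhibitor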
Target sequence (P10415 whole entry, looked up): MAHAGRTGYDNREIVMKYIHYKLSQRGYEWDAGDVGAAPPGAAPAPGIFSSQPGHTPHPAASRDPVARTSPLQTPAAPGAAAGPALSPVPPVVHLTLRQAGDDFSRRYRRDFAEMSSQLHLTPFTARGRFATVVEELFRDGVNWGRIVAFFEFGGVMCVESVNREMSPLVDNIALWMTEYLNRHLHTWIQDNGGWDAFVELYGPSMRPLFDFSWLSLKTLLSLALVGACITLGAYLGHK
Rab2 wt GTP = changes GTP binding to wildtype dog Rab2A, up or down; P61105; GST-Rab2 wt beads, Bodipy-GTP binding, flow cytometry; GTP binding activity, % at 10 µM; hit rate 0.19% among 190,000;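 active means GTP binding activity at least 20 points away from 100%, either lowered or raised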;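 further: 0% = beads with excess unlabeled GTP and 100% = no-compound control corrected for plate trend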
Bim-Bfl-1 = inhibitors of Bim-Bfl-1 interaction, human. inhibition, % at 10 µM. Q16548. hit rate 0.12% among 190,000. Bead-based flow cytometry, Bim-Bfl-1 binding inhibition;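 further: 0% = wells without compound plus tracer and 100% = blocker peptide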
Bcl-B Bim block = disrupts Bim peptide binding to human Bcl-B; bead-based flow cytometry; inhibition, % at 10 µM; Q9HD36; hit rate 0.073% among 190,000; AID 951;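 further: 0% = tracer peptide without compound and 100% = reference inhibitor peptide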
Target sequence (Q9HD36 whole entry, looked up): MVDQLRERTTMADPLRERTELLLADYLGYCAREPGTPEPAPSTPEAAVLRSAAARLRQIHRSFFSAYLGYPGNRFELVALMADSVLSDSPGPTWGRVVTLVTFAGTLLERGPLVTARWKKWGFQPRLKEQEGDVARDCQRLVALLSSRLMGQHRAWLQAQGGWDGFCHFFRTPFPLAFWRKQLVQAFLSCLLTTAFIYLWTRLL
Bim-Bcl-XL = human Bim-Bcl-XL interaction inhibition. hit rate 0.04% among 190,000. Bim peptide-Bcl-XL binding, bead flow cytometry, fluorescence. inhibition, % at 10 µM
Target sequence (Q07817 whole entry, looked up): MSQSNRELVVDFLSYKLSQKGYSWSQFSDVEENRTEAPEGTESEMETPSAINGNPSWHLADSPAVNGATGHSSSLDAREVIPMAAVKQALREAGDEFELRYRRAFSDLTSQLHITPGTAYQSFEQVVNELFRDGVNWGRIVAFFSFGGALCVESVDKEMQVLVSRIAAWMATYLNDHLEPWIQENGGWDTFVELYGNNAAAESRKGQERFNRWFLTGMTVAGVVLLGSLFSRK
Rac1 wt modul = human Rac1 wildtype GTP binding, inhibitors and activators. hit rate 0.27% among 190,000. AID 757. GTP binding activity (% of control), % at 10 µM. GST-Rac1 beads, fluorescent GTP binding, flow cytometry; actives lie on both sides; 0 = cold GTP competed, 100 = untreated;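 active means GTP binding activity at least 20 points away from the 100% control level, either lower or higher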
Cdc42 wt = human Cdc42 wildtype GTP binding change, either direction; percent activity (GTP binding), % at 10 µM; AID 761; hit rate 0.2% among 190,000; GST-Cdc42 beads, Bodipy-GTP binding, flow cytometry; actives lie on both sides;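 active means percent activity GTP binding at least 20 points away from the 100% baseline, either down as inhibitor or up as activator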;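 further: median bead fluorescence of bound Bodipy-FL-GTP at 100 nM; 0% = excess unlabeled GTP control and 100% = no compound control; below 100% means less GTP binding so inhibitor and above means activator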
* = called active by the depositor. Unless noted, no stated cut-off is given here; in the data, active means inhibition above about 40%.

Bcl-B Bim block,Rab2 wt GTP,HRas wt GTP bind,Bim-Bcl-2,Bim-Bfl-1,Rab7 wt modul,Bim-Bcl-XL,Rac1 wt modul,Bim-Bcl-W,Cdc42 wt,Rac1 act GTP bind,Compound
-8.0,102.0,102.0,-7.0,-2.0,100.0,-8.0,106.0,-5.0,101.0,102.0,CCOC(=O)c1ccc(N2CN(C3CCCCC3)CNC2=S)cc1
-1.0,94.0,95.0,1.0,-3.0,96.0,1.0,97.0,2.0,97.0,96.0,CCOc1ncccc1C(=O)N=C1SCCN1C(=O)c1cccnc1OCC
-2.0,98.0,94.0,-2.0,-5.0,96.0,-5.0,96.0,1.0,100.0,99.0,Cn1ccc(NC(=O)Nc2cccc(C(F)(F)F)c2)n1
-6.0,99.0,99.0,-6.0,-9.0,107.0,-4.0,100.0,0.0,97.0,97.0,CCOc1cc(C)c(Cl)cc1S(=O)(=O)n1ccnc1
-5.0,90.0,91.0,0.0,-4.0,97.0,-4.0,94.0,-4.0,90.0,85.0,c1ccc(-c2nnc(CSc3ccc4c(c3)OCCO4)o2)cc1
-4.0,99.0,99.0,0.0,-12.0,98.0,-4.0,103.0,0.0,101.0,100.0,COc1ccc(NC(=O)N2CCCC2C(=O)Nc2ccc(C)cc2)cc1 (stereo not given)
-1.0,102.0,100.0,-1.0,-2.0,97.0,0.0,100.0,-1.0,101.0,101.0,COc1ccc(C(=O)OC(C)CN2CCN(C)CC2)cc1OC (stereo not given)
-9.0,100.0,101.0,-10.0,-11.0,103.0,-5.0,110.0,1.0,105.0,100.0,COc1ccc(NC(=O)c2c(SC)nsc2SC)cc1
-7.0,94.0,97.0,-8.0,-10.0,93.0,-1.0,96.0,0.0,97.0,95.0,Cc1sc2nc(SCC(=O)NCc3ccco3)n(C)c(=O)c2c1C
-3.0,99.0,101.0,-1.0,0.0,102.0,0.0,101.0,-1.0,98.0,95.0,O=C(Nc1ccccc1C(F)(F)F)N1CCN(C(c2ccccc2)c2ccccc2)CC1
-5.0,100.0,102.0,-4.0,-2.0,105.0,-5.0,106.0,-4.0,103.0,101.0,O=C(CCCC(=O)NCc1ccccc1)NCc1ccccc1
-14.0,101.0,102.0,-9.0,-15.0,102.0,-10.0,105.0,-8.0,103.0,102.0,CCN(CC)CCCNC(=S)N(Cc1ccco1)Cc1cc2cc3c(cc2[nH]c1=O)OCCO3
0.0,99.0,103.0,-4.0,-2.0,105.0,-3.0,98.0,0.0,95.0,98.0,CN(C)S(=O)(=O)c1cc(NC(=O)CN2CCN(c3ccccc3O)CC2)ccc1Cl
-8.0,99.0,99.0,-6.0,-5.0,96.0,10.0,102.0,6.0,100.0,98.0,O=C(CSc1nnc(-c2ccc(O)cc2)n1Cc1ccco1)c1ccccc1
-11.0,101.0,101.0,-10.0,-8.0,100.0,-8.0,104.0,-5.0,102.0,102.0,Cc1cc(C(=O)NCC(=O)OCC(=O)N2CCCCCC2)ccc1[N+](=O)[O-]
7.0,94.0,96.0,0.0,-2.0,98.0,-3.0,96.0,0.0,90.0,91.0,CCSc1nnc(NC(=O)c2cc(OC)c(OC)c(OC)c2)s1
0.0,101.0,103.0,-2.0,-1.0,102.0,0.0,105.0,2.0,103.0,99.0,O=C(CSc1ncn[nH]1)Nc1ccc2c(c1)OCCO2
-12.0,102.0,102.0,-9.0,-14.0,101.0,-9.0,101.0,0.0,103.0,98.0,O=C(Cn1c(-c2cncs2)nc2ccccc21)NCc1ccccc1
-11.0,96.0,98.0,-10.0,-11.0,95.0,-1.0,96.0,-1.0,98.0,92.0,O=C(Nc1ncc2c(n1)CC(c1ccco1)CC2=O)c1ccc(Cl)cc1 (stereo not given)
-2.0,96.0,96.0,-7.0,-8.0,95.0,-3.0,98.0,0.0,97.0,94.0,CC(C)=CCN1CCN(Cc2ccc(N3CCNC3=O)cc2)CC1CCO (stereo not given)
-3.0,92.0,93.0,-3.0,0.0,90.0,-1.0,93.0,-3.0,94.0,94.0,CCOc1cc(C(=O)NCc2ccc(-c3nc4ccccc4o3)cc2)cc(OCC)c1OCC
-4.0,98.0,99.0,0.0,-2.0,96.0,1.0,104.0,4.0,99.0,98.0,COC(=O)c1nn(-c2ccccc2)ccc1=O
-6.0,94.0,96.0,-10.0,-11.0,97.0,0.0,95.0,0.0,95.0,94.0,O=C(OCc1ccccc1)c1cccc(-c2nnc(-c3ccccc3)o2)c1
-6.0,100.0,102.0,-9.0,-10.0,99.0,0.0,102.0,1.0,99.0,96.0,COC(=O)C(C(=O)OC)C(C)C(C(=O)OC)C(=O)OC
-7.0,100.0,101.0,-6.0,-5.0,100.0,-3.0,105.0,2.0,103.0,100.0,CCOC(=O)N1CCN(C(=O)C(=O)Nc2ccc3nc4n(c(=O)c3c2)CCCCC4)CC1
-2.0,97.0,97.0,-3.0,0.0,99.0,-2.0,98.0,-2.0,95.0,97.0,CC(C)CC(NC(N)=O)C(=O)OCC(=O)NC(=O)NC1CCCC1 (stereo not given)
-2.0,97.0,99.0,-3.0,-9.0,95.0,0.0,101.0,-1.0,100.0,99.0,Cn1c(-c2ccc3ccccc3n2)nc2cnccc21
-2.0,98.0,97.0,-1.0,-6.0,100.0,2.0,97.0,1.0,99.0,95.0,COc1cccc(NC(=O)Nc2cc(C)ccc2OC)c1
-2.0,97.0,96.0,1.0,0.0,96.0,1.0,97.0,1.0,96.0,98.0,O=C(c1ccco1)N1CCCSC1=Nc1ccccc1
-4.0,97.0,96.0,-3.0,-8.0,94.0,1.0,96.0,1.0,97.0,95.0,CCc1nnc(NC(=O)c2ccc(-c3ccccc3Cl)o2)s1
-6.0,101.0,102.0,-7.0,-10.0,103.0,-7.0,106.0,-2.0,106.0,98.0,CCOC(=O)N1CCN(S(=O)(=O)c2cc(Cl)ccc2Cl)CC1
0.0,100.0,101.0,-1.0,-1.0,102.0,-2.0,108.0,-2.0,104.0,103.0,O=C(NCCCn1ccnc1)C(=O)NCC1OCCCN1S(=O)(=O)c1ccccc1 (stereo not given)
0.0,97.0,97.0,0.0,2.0,100.0,-1.0,100.0,0.0,98.0,97.0,CN(C)c1ccc(-n2cccc2/C=N/n2cnnc2)cc1
-5.0,96.0,98.0,-1.0,-1.0,99.0,-4.0,96.0,-5.0,97.0,96.0,O=c1cc(-c2ccccc2)nc(N2CCN(Cc3ccccc3)CC2)[nH]1
0.0,97.0,97.0,2.0,2.0,98.0,-4.0,96.0,0.0,94.0,96.0,Cn1c(=O)c2[nH]c(CN(Cc3ccccc3)Cc3ccccc3)nc2n(C)c1=O
-4.0,98.0,102.0,-4.0,-3.0,98.0,-3.0,101.0,-3.0,102.0,97.0,COc1ccc([N+](=O)[O-])cc1NC(C)C
0.0,99.0,100.0,-5.0,-1.0,103.0,-3.0,102.0,-1.0,101.0,97.0,O=C(OCc1nnc(-c2ccc(Cl)cc2)o1)c1ccc(=O)n(Cc2ccccc2)n1
-2.0,97.0,98.0,-5.0,-9.0,97.0,-14.0,99.0,-1.0,99.0,99.0,Cc1ccc(C)c(Cn2nnc3c(=O)[nH]c(C4CCCN(C(=O)CC(C)C)C4)nc32)c1 (stereo not given)
-13.0,101.0,102.0,-12.0,-14.0,101.0,-8.0,106.0,-7.0,104.0,100.0,CCSc1nc2[nH]ncc2c(=O)[nH]1
-4.0,97.0,96.0,-7.0,-8.0,97.0,-2.0,100.0,-1.0,99.0,97.0,C#CCOCCOCCOCCNc1nc(N2CCN(C(=O)C([C@@H](C)CC)n3cc(C(N)CC(C)C)nn3)CC2)nc(N2CCN(C(=O)[C@H](CCC(=O)O)n3cc(C(N)Cc4ccc(O)cc4)nn3)CC2)n1 (stereo not given in full)
-1.0,99.0,99.0,0.0,-2.0,98.0,-1.0,98.0,-6.0,97.0,93.0,CCCc1nc(SCC(=O)Nc2nc3c(s2)CCCC3)c2ccccc2n1
-3.0,97.0,96.0,-4.0,-8.0,102.0,-2.0,97.0,-2.0,97.0,95.0,COc1ccc2cc(C(=O)C3CCCN(C(=O)c4snnc4C)C3)ccc2c1 (stereo not given)
0.0,95.0,99.0,2.0,-7.0,98.0,-2.0,101.0,-3.0,101.0,96.0,CCOC(=O)CN1C(=O)S/C(=C/c2ccc3c(c2)n(C)c(=O)n3C)C1=O
0.0,101.0,101.0,-3.0,-1.0,102.0,-1.0,100.0,0.0,100.0,99.0,CCOc1c2ccc(C(=O)NCc3ccc(OC)cc3)cc2nn1CCOC
-4.0,98.0,100.0,-6.0,-7.0,102.0,-1.0,103.0,2.0,100.0,98.0,CCC1CCCCN1c1cc(C)nc2cc(-c3cccc(C)c3)nn12 (stereo not given)
-2.0,97.0,98.0,-2.0,0.0,95.0,-1.0,97.0,-2.0,99.0,96.0,C=C(C)C(=O)OCCCCCCOc1ccc(C(=O)O)cc1
-10.0,96.0,100.0,-9.0,-21.0,95.0,-9.0,107.0,-1.0,104.0,99.0,O=C(CCS(=O)(=O)c1ccc(Br)cc1)N1CCN(c2ccccc2Cl)CC1
1.0,99.0,97.0,1.0,4.0,97.0,3.0,95.0,3.0,93.0,98.0,Cc1nn2c(nc(N3CCCCC3)c3ccccc32)c1C=O
-3.0,97.0,97.0,-2.0,-5.0,100.0,-4.0,99.0,-4.0,97.0,95.0,COCCCn1c(C)nnc1SCc1ccc(C(C)(C)C)cc1
-5.0,100.0,99.0,-1.0,-1.0,95.0,-5.0,103.0,-3.0,101.0,98.0,CNc1oc(/C=C/c2ccccc2)nc1C#N
0.0,94.0,97.0,-2.0,0.0,95.0,1.0,94.0,0.0,98.0,96.0,COc1ccc(-c2cnn3c4c(c(C)nc23)CCN4C2CCCC2)cc1OC
-6.0,102.0,101.0,-9.0,-12.0,100.0,-5.0,104.0,-2.0,105.0,100.0,CC(C)[C@H](NC(=O)Nc1ccc2c(c1)OCCO2)C(=O)O
-4.0,98.0,98.0,-2.0,-2.0,106.0,-1.0,99.0,-1.0,99.0,99.0,CN(C[C@H](Cc1ccccc1)N(C[C@@H](Cc1cccc2ccccc12)N(CCc1ccccc1)N=O)N=O)N=O
-5.0,100.0,101.0,-4.0,-4.0,96.0,-4.0,99.0,-2.0,100.0,100.0,NC(=O)c1ccc(F)cc1

Compound activity: PubChem BioAssay, NMMLSC
